High-throughput results from PubChem BioAssay.
Nrf2 activator = activates Nrf2 signaling | Potency, µM (highest dose often 46.1 µM), for the others: at the top dose activation, actives largely listed as activators | AREc32 ARE-luciferase reporter (MCF7-derived line), luminescence, 24 h | AID 624171 | 0.31% of 410,000 active; also: potency is read from the fitted curve at half-maximal effect; % of control where 0% means no effect; nearly all actives have a fitted effect of over 65% in size
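AREc32 cells carrying an ARE-driven firefly luciferase reporter were seeded at 1000 cells/well in OPTI-MEM with 5% FBS, then exposed to compound for 24 hr at 37 deg C. Luminescence was read with Steady-Glo after 30 min at RT.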
HepG2 viability = kills HepG2 cells in TGF-b inhibitor counter-screen | HepG2 CAGA-GFP viability, ATP luminescence, 18 h | Potency, µM (highest dose often 46.1 µM), for the others: at the top dose activity change, negative = cytotoxicity, usual class: cytotoxic | 0.76% of 410,000 active | AID 588856; also: potency is read from the fitted curve at half-maximal effect; some results filed as inactive show a strong effect at the top dose
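HepG2 CAGA-GFP cells (1000/well, DMEM with 1% FBS) received compound, then TGF-beta at 500 pg/mL final, and were incubated 18 hours at 37 degrees C. Viability was read by CellTiter-Glo luminescence. Media-only wells were set as complete cell-killing and DMSO as no toxicity.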
TGFb inhibitor = TGF-b pathway inhibition; 1.2% of 410,000 active; AID 588855; HepG2 CAGA-GFP TGF-b/SMAD3 reporter, GFP fluorescence, 18 h; TGF-beta stimulated, 500 pg/mL final; Potency, µM (top dose mostly 46.1 µM), for inactives: at the top dose activity, negative = inhibition, usual class: inhibitors; also: potency is read from the fitted curve at half-maximal effect; % is scaled to controls: 0 for no effect and ±100 for the full control effect; nearly all actives have a fitted effect of over 65% in size
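Using HEPG2 CAGA-GFP reporter cells at 1000 cells/well, we pinned test compounds, stimulated with recombinant TGF-beta (500 pg/mL final) and measured total well GFP after 18 h.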
Nrf2 block = blocks Nrf2 signaling | A549 ARE-Fluc reporter, luciferase luminescence, 18-24 h | Potency, µM (series often up to 46 µM), inactives show at the top dose activity change, negative = inhibition, most hits filed as inhibitors | 2.1% of 360,000 active | AID 504444; also: potency is read from the fitted curve at half-maximal effect; % is scaled to controls: 0 for no effect and ±100 for the full control effect; nearly all actives have a fitted effect of over 60% in size
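Nrf2 activity is the BugLite luminescence, read 15 min after reagent at room temperature, following CellTiter-Fluor cytotoxicity readout (30 min, 37C). Compound titrations were applied for 18-24 h to 5000 A549 ARE_Fluc cells/well in 5% FBS OPTI-MEM.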
CCT modulator = modulators of cytosolic chaperonin (CCT/TRiC) activity. activity change, % (test concentration not listed), hits read low. 0.3% of 360,000 active. AID 651819. purified chaperonin ATPase assay, HTRF ADP detection, 30 min; in the data active = activity change below about -30%; also: % is scaled to controls: 0 for no effect and ±100 for the full control effect
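Enzyme 40 or 20 nM (batch-dependent) in Tris pH 7.4/KCl/MgCl2/DTT; cpd 76 uM single point; ATP 10 uM; 30 min 37 °C; Transcreener ADP HTRF detection, 30 min RT; ratio 665/615.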
pAkt inh = inhibitors of Akt phosphorylation; Neuro2A IGF-stimulated pAkt S473 HTRF, 20 min; active compounds read low; activity change, % for hits at 50 µM; 0.32% of 360,000 active; AID 651550; in the data active = activity change below about -80%; inconclusive = mostly about -51% to -80%; also: % is scaled to controls: 0 for no effect and ±100 for the full control effect
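Neuro2A cells in DMEM with 0.5% FBS, overnight at 37 deg C, given compound at single 50 µM final, then IGF (6 nM final) for 20 min at 37 deg C. Lysed; phospho-Akt Ser473 by HTRF after 24 h, 665/615 ratio.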
MmCpn inh = inhibitors of Methanococcus maripaludis chaperonin (MmCpn); purified Mm-Cpn ATPase, ADP Transcreener TR-FRET; Potency, µM (series often up to 76.9 µM), for the others: at the top dose activity, negative = inhibition, most hits filed as inhibitors; 0.031% of 330,000 active; AID 504842; also: potency is read from the fitted curve at half-maximal effect; % is scaled to controls: 0 for no effect and ±100 for the full control effect; nearly all actives have a fitted effect of over 80% in size
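Compound-treated chaperonin, 25 nM final, turns over 10 uM ATP at 37°C for 30 min following a 10 min preincubation; ADP generated competes with ADP-d2 for Eu-cryptate antibody, lowering FRET.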
A549 tox = kills or reduces viability of A549 cells in Nrf2 counter-screen | A549 ARE-Fluc cells, CellTiter-Fluor viability, 18-24 h | Potency, µM (highest dose often 46 µM), inactives show top-dose activity change, negative = cytotoxicity, most hits filed as inhibitors | 0.16% of 390,000 active; also: potency is read from the fitted curve at half-maximal effect; % is scaled to controls: 0 for no effect and ±100 for the full control effect
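A549 ARE-Fluc cells in 5% FBS OPTI-MEM, 5000 cells/well, rested 2 h then exposed to compounds in concentration-response for 18-24 h at 37 °C. Viability by CellTiter-Fluor fluorescence (Ex 405/Em 525) after 30 min; luciferase luminescence (BugLite, 15 min, RT) read afterwards.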
S2 tox = cell viability loss in ATXN counter-screen; S2 cells (HEK-293 line with an ATXN2-luciferase reporter) viability, CellTiter-Fluor protease fluorescence, 24 h; Potency, µM (top dose mostly 56.7 µM), hits mostly cytotoxic; 0.49% of 400,000 active; AID 651635; also: potency is read from the fitted curve at half-maximal effect; nearly all actives have a fitted effect of over 40% in size
* hit, by the source's call; i = inactive; ? = inconclusive; nt = not tested or not shown; [ ] = remark or other dose. Unless noted, calls follow the shape of the dose curve; as a rule, active = well fitted curve in the direction sought with a large enough effect; inconclusive = small, poorly fitted or top-dose-only effect, or another doubt; inactive = no such curve, though single readings can be large; an effect the other way counts as inactive or inconclusive.

SMILES	Nrf2 activator	HepG2 viability	TGFb inhibitor	Nrf2 block	CCT modulator	pAkt inh	MmCpn inh	A549 tox	S2 tox
CCOC(=O)C1CCCN(C(=O)c2ccc3c(c2)N(Cc2ccc(Cl)cc2)C(=O)c2ccccc2S3=O)C1 (stereo unspecified)	4.4%	0%	?	-9%	nt	nt	nt	-10%	i
Cc1cccc(NC(=O)C2CCC(CNS(=O)(=O)c3csc(C(N)=O)c3)CC2)c1C (stereo unspecified)	0.2%	-12%	-15%	14%	nt	nt	nt	0%	i
CCOC(=O)C1=CCN(S(=O)(=O)c2cccc(Cl)c2)C1c1ccc(Br)cc1 (stereo unspecified)	9.2%	-36%	?	nt	-1.3	i	nt	nt	i
OC(c1ccc(F)c(F)c1)c1ncc(-c2ccc(F)cc2)[nH]1 (stereo unspecified)	0.8%	-14%	11%	nt	0.3	i	nt	nt	?
CC12CN(C(=O)c3ccco3)CC(c3ccccc3)(CN(C(=O)c3ccco3)C1)C2=O	-0.1%	-2%	-4%	-9%	-2.3	i	-5%	-14%	i
CC(C)c1nc(CNC(=O)CC2C(=O)NCCN2Cc2ccc(F)cc2Cl)cs1 (stereo unspecified)	0.1%	-5%	0%	-2%	-1.2	i	-3%	0%	i
CCc1nc2cc(CC(=O)O)ccc2o1	-0.7%	2%	-4%	-1%	-0.8	i	1%	-3%	i
CC(C)(C)OC(=O)C[C@H]1C/C=C\C[C@@H](CC(=O)NCCO)C(=O)N[C@H](C(C)(C)C)COC1=O	-0.9%	5%	1%	4%	0.0	i	1%	4%	i
CC1(c2ccccc2)NC(=O)N(CC(=O)N2CCOCC2)C1=O (stereo unspecified)	-0.7%	-5%	1%	nt	-4.9	nt	0%	7%	i
CN1/C(=C\C=C2/C(=O)Oc3ccccc3C2=O)C(C)(C)c2ccccc21	4.5%	-31%	184%[activator]	17%	-1.9	i	0%	-17%	i
CCn1c(SCC(=O)N2CCN(c3ccc(F)cc3)CC2)nnc1-c1ccncc1	-0.7%	-6%	-17%	?	-1.0	i	-1%	-5%	i
COc1ccc2cc([C@H](C)C(=O)O)ccc2c1	-0.3%	-5%	-5%	-3%	2.0	i	1%[15.4 µM]	1%	i
O=C(COc1cc(Cl)ccc1Cl)Nc1nnc(CC(=O)N2CCOCC2)s1	0.1%	-2%	5%	-24%	-1.5	i	-2%	-7%	i
O=C(Nc1ccc(O)c(-c2nc3ccccc3o2)c1)c1ccc(Br)cc1	6.1%	-3%	5%	-1%	nt	nt	nt	2%	i
COc1ccc(CCNc2ncccc2C#N)cc1OC	-0.3%	3%	-17%	?	0.5	i	1%	1%	i
COC(=O)CSc1nc2c(c(=O)n(C)c(=O)n2C)n1CCCc1ccccc1	0.0%	0%	-21%	30%	-5.3	i	2%	3%	i
COC(=O)c1sccc1S(=O)(=O)N(CC(=O)Nc1ccc(C)cc1)c1ccccc1	12%	-10%	-24%	28%	nt	nt	nt	3%	i
CNC(=S)N/N=C/c1cn(CCOc2ccc(OC)cc2)c2ccccc12	6.3%	-21%	0%	13%	-1.4	i	-3%	-1%	i
CC(Oc1cccnc1[N+](=O)[O-])C(=O)N1CCc2ccccc21 (stereo unspecified)	0.3%	-18%	-12%	-10%	3.7	i	1%	-1%	i
COc1ccc(S(=O)(=O)Nc2cc(OC)c(NC(=O)c3ccco3)cc2OC)cc1	2.3%	1%	2%	?	-0.9	i	-3%	0%	i
COc1ccc(-c2nnc(SCc3cccc(Cl)c3)o2)cc1	-0.3%	-26%	-13%	-11%	nt	nt	nt	0%	i
COc1ccc(OC)c(S(=O)(=O)n2ccnc2C)c1	0.4%	5%	-12%	-8%	0.2	i	1%	-7%	?
CCc1ccccc1NC(=O)C1(C)Cc2ccccc2C(=O)O1 (stereo unspecified)	0.3%	-14%	4%	1%	nt	nt	nt	3%	i
CC(NC(=O)CN(C)S(=O)(=O)c1ccc(Br)s1)c1ccccc1 (stereo unspecified)	-1.0%	0%	5%	-1%	0.1	i	3%	-5%	i
O=C(CN1C(=O)c2ccccc2S1(=O)=O)N1CCN(c2ccccc2F)CC1	0.1%	-16%	5%	-2%	-1.3	i	1%	-8%	?

Additional structures follow:
SMILES	Nrf2 activator	HepG2 viability	TGFb inhibitor	Nrf2 block	CCT modulator	pAkt inh	MmCpn inh	A549 tox	S2 tox
COC(=O)C1CCN(C(=O)NC2CCCCC2)CC1	-0.5%	-41%	0%	12%	-0.7	i	0%	-7%	i
CCCSc1nnc(N2C(=O)C(O)=C(C(=O)c3ccco3)C2c2ccccc2F)s1 (stereo unspecified)	13%	-14%	4%	-14%	-1.5	i	-15%	8%	i
Cc1ccc(NC(=O)[C@H](NC(=O)[C@@H]2Cc3ccccc3CN2)c2ccccc2)c(C)c1	-0.3%	2%	-14%	15%	-0.3	i	-8%	-2%	i
O=C(Nc1ccc2c(c1)OCCO2)c1c(F)cccc1F	-0.8%	-16%	-4%	?	-1.3	i	-1%	3%	i
FC(F)(F)c1cc(-c2cccs2)nc2nc(N3CCOCC3)sc12	3.3%	-27%	6%	-6%	-0.3	i	-2%	-1%	i
Cc1ccc(-n2c(Cc3cccc4ccccc34)n[nH]c2=S)c(C)c1	-0.5%	-64%	-25%	-4%	-8.9	i	0%	5%	i
Cc1nc(SCC(=O)Nc2sccc2C(N)=O)c2c(C)c(C)sc2n1	0.3%	-37%	0%	nt	-0.8	i	nt	nt	?
CCOc1ccc(NC(=O)C2CCCN(S(C)(=O)=O)C2)cc1 (stereo unspecified)	0.2%	-25%	-12%	6%	-4.9	i	2%	2%	i
O=C(COc1ccccc1)NCc1ccc2c(c1)CCN2C(=O)c1ccccc1	-0.4%	4%	-5%	nt	nt	nt	nt	-12%	nt
COC(=O)c1ccc(N2C(=O)CC(SCC(=O)Nc3ccc(OC)cc3)C2=O)cc1 (stereo unspecified)	1.8%	3%	7%	-10%	-0.9	i	2%	-6%	i
COc1ccc(CCNC(=O)[C@H](C)N2C(=O)N3CCc4c([nH]c5ccccc45)[C@@]3(C)C2=O)cc1OC	3.5%	-6%	-17%	16µM*	0.7	i	-1%	-18%	?
CCCCOC(=O)C1=C(C)Nc2ncnn2C1c1cccc(OC)c1OC (stereo unspecified)	-0.3%	-6%	?	-31%	1.1	i	-1%	-8%	i
O=C(CN1C(=O)COc2ccc(S(=O)(=O)NC3CCCC3)cc21)NCc1ccc(Cl)cc1	4.5%	3%	?	0%	nt	nt	nt	0%	?
COc1ccc(CC(NC(C)=O)C(=O)NC2CCN(C(=O)c3cccc(Cl)c3)CC2)cc1OC (stereo unspecified)	-0.5%	5%	8%	25%	0.8	i	-2%	-5%	i
CCN(C(=O)CSc1nnc(-c2cccs2)n1CC)C1CCS(=O)(=O)C1 (stereo unspecified)	-1.0%	3%	1%	14%	-0.4	i	0%	1%	i
CC(=O)n1nc(-c2cccnc2)nc1N	0.2%	1%	5%	23%	0.0	i	0%	1%	i
CCN(CC)S(=O)(=O)N1CCC(C(=O)NC2CCCc3ccccc32)CC1 (stereo unspecified)	0.3%	1%	0%	4%	0.4	i	5%	10%	i
O=C1N[C@H](Cc2ccccc2)CO1	0.1%	5%	-1%	2%	-1.7	i	3%	-4%	i
COc1cccc(CCOC(=O)c2c(-c3ccsc3)oc3c2C(OC(C)=O)CCC3)c1 (stereo unspecified)	?	nt	nt	nt	0.0	i	nt	nt	i
COc1ccccc1N1CCN(C(=O)Cn2cnc3sc(C)c(S(=O)(=O)N4CCC(C)CC4)c3c2=O)CC1	-0.9%	-1%	0%	7%[9.27 µM]	nt	nt	nt	2%	i
CCn1c(=O)c([N+](=O)[O-])c(NCc2ccc3c(c2)OCO3)c2ccccc21	4.1%	-17%	-18%	-10%	-1.4	i	3%	?	i
Cc1cc(=O)n2[nH]c(C(F)(F)F)c(-c3ccccc3)c2n1	0.3%	-16%	-14%	?	-1.4	i	1%	-2%	i
CCCCc1ccc(NC(=O)CSc2nc3ccccc3nc2N2CCOCC2)cc1	0.5%	-2%	6%	?	nt	nt	nt	-8%	?
COc1ccc(-n2c(=O)cc(N3CCN(c4ccccc4F)CC3)[nH]c2=O)cc1	-0.2%	-1%	3%	nt	-0.7	nt	1%	-6%	i
CCn1c(SCC(=O)N2CCCCC2C)nc2ccsc2c1=O (stereo unspecified)	14%	-9%	-8%	nt	-2.0	i	0%	-1%	i
CCC(CC)C(=O)Nc1cccc(/C(C)=N/NC(=O)c2ccccc2Cl)c1	-1.0%	-32%	0%	3%	-3.4	i	1%	-5%	i
COc1cc2c(cc1OC)C(COc1ccc(F)cc1)N(C(=O)c1cccc(F)c1)CC2 (stereo unspecified)	0.8%	-30%	-25%	nt	nt	nt	nt	-11%	i
Cc1cc(C)c2cc(C(=O)N(C)C3CCN(C)CC3)[nH]c2c1	0.3%	-28%	-2%	3%	-0.6	i	2%	0%	i
O=C(Nc1ccc(NC(=O)c2ccco2)nc1)c1ccccn1	-0.3%	-23%	-1%	?	0.6	i	-7%	-2%	i
CCOc1ccc(CNc2nc3ccccc3n2CCN2CCOCC2)cc1	-1.0%	4%	?	-11%	-0.6	i	0%	-12%	i

Not a retest: entries from further up.
SMILES	Nrf2 activator	HepG2 viability	TGFb inhibitor	Nrf2 block	CCT modulator	pAkt inh	MmCpn inh	A549 tox	S2 tox
COC(=O)C1CCN(C(=O)NC2CCCCC2)CC1	-0.5%	-41%	0%	12%	-0.7	i	0%	-7%	i
CCCSc1nnc(N2C(=O)C(O)=C(C(=O)c3ccco3)C2c2ccccc2F)s1 (stereo unspecified)	13%	-14%	4%	-14%	-1.5	i	-15%	8%	i
Cc1ccc(NC(=O)[C@H](NC(=O)[C@@H]2Cc3ccccc3CN2)c2ccccc2)c(C)c1	-0.3%	2%	-14%	15%	-0.3	i	-8%	-2%	i
